Compound activity: PubChem, Broad Institute
Statin myotox sup – suppressors of statin myotoxicity in C2C12 myotubes, primary screen, cell-based, single point, plate reader; AID 602340, 2012; rescue of ATP level, % at 7.49 µM; hit rate 0.78% among 330,000; C2C12 myotubes + simvastatin, ATP luminescence, 48 h; scaled: DMSO 0, geranylgeraniol control 100;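 active = mean ATP rescue above about 67%, or every replicate alone reaching that limit, limit read from the data, passing the limit was not always enough; inconclusive = no clear call, values can overlap the other calls; inactive = mean under the limit and some replicate under it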;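 note: myotubes were challenged with 10 µM simvastatin during compound exposure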
F508del corr – F508del CFTR correction, initial screen, CFBE line, single point | CFBE cells, YFP halide quenching; stimulated with forskolin plus potentiator P3; % fluorescence drop versus neutral controls | activity (quench increase), % at 7.58 µM | hit rate 0.36% among 350,000 | AID 720511, 2013;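 active = mean added fluorescence quench of at least 8% versus neutral control, with both replicates also reaching 8%; inconclusive = only one of the mean or replicate conditions met; inactive = mean below 8% and not both replicates reaching 8%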;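 note: cells transiently co-express mutant CFTR-F508del with the halide-sensitive YFP; corrector assay measuring rescue of mutant channel to the surface after 24 h compound exposure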
PGC1a acetyl inh – inhibitors of PGC1a acetylation signal, primary screen, cell-based, U2OS, AlphaScreen, inhibitor mode; AlphaScreen anti-acetyl-lysine; with virally co-expressed GCN5 acetyltransferase; inhibition, % at 15.6 µM; hit rate 0.17% among 350,000;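 active = every replicate shows inhibition of at least 40%; inconclusive = mean inhibition at least 40% but some replicate below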;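 note: 0% = neutral control wells and 100% = positive control wells; some results beyond the cut were filed as inactive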
Cneo AK release – Cryptococcus neoformans cell lysis inducers, primary screen, AK release luminescence, single concentration | C. neoformans lysis, adenylate kinase release luminescence, 4 h; normalised: neutral wells 0, clomiphene wells 100 | lysis activity, % at 15 µM | hit rate 0.2% among 360,000 | AID 651654, 2012;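 active = mean lysis activity across replicates of at least 80%, whatever share of replicates individually reach that level; inactive = mean lysis activity below 80%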
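Signal: Adenylate kinase release luminescence | Assay system: Log-phase Cryptococcus neoformans yeast cells | Input: Cells at 5 × 10^6 per mL | Buffer or medium: Fresh YPD growth medium | Compound: Single dose | Schedule: Static 4 h at 37 °C with compound, 1 h detection | Controls: Clomiphene | Read-out: Luminescence rise reflecting yeast cell lysis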
miR122 inh – miR-122 Renilla sensor signal increase in Huh7, primary screen, miR-122 inhibitor project, cell-based, single point, plate reader; Huh7 miR-122 Renilla luciferase sensor, 48 h; neutral wells = 0, positive control = 100; activation (reporter increase), % at 12.5 µM; hit rate 0.3% among 340,000;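 active = mean replicate activation score at least 90 and every replicate individually at or above 90; inconclusive = only one of the two criteria met; inactive = neither criterion met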;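 note: higher luciferase means less miR-122 activity so hits act as miR-122 inhibitors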
FN deposit inh – inhibitors of fibronectin matrix deposition, primary screen, AH1F cells, Alexa488-fibronectin fluorescence, plate reader; AID 743247, 2014; hit rate 0.086% among 350,000; AH1F fibroblasts, overnight; inhibition, % at 12.6 µM;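 active = mean inhibition across replicates of 30% or more, regardless of how many single replicates reach that level; inconclusive = mean under 30% yet at least half of replicates reach 30%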;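 note: positive control wells lacked labelled fibronectin entirely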
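Material: AH1F fibroblast monolayer depositing Alexa488-labelled fibronectin into matrix | Input: 10000 AH1F cells/well | Medium: DMEM plus 2% serum, read in PBS | Reagent: Alexa488-fibronectin, 24 nM final in well | Compound dosing: One dose per compound, pinned | Schedule: 1 h adhesion, overnight exposure | Measured by: Fluorescence at 485 nm excitation, 525 nm emission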
PglD inh – C. jejuni PglD acetyltransferase inhibitors, primary screen, biochemical, DTNB colorimetric, single point; purified PglD enzyme, DTNB colorimetric CoA detection; hit rate 0.098% among 360,000; inhibition, % at 12.5 µM; in the data active = inhibition above about 16%, passing the limit was not always enough; inconclusive = no clear call, values can overlap the other calls; note: strong numbers were not always called active
GSIS activator – GLuc luminescence reporter in INS-1E cells, primary screen for activators of glucose-dependent secretion of insulin; INS-1E GLuc reporter insulin secretion, 2-3 h; activation, % at 16.6 µM; hit rate 0.61% among 370,000; AID 743287, 2014;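 active = lowest replicate activation of at least 40%, so every replicate reaches that level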;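 note: 0% = median of neutral control wells and 100% = median of IBMX positive control wells; some compounds called inactive have numbers as strong as hits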
Starred values were filed as active, the others as inactive; ? = inconclusive; nt = not tested or not shown; & = joins results of further samples; [ ] = another dose, or the depositor's remark. An unsorted share of the library. About 2.1% of those tested had a hit in this group.

SMILES,PGC1a acetyl inh,Cneo AK release,FN deposit inh,GSIS activator,Statin myotox sup,F508del corr,PglD inh,miR122 inh
C[C@@H](OC(=O)c1[nH]cnc1C(=O)N1CCN(C(=O)OC(C)(C)C)CC1)c1ccccc1,nt,7,-16,nt,14,-1.6,0,nt
CCOC(=O)c1c(C)c(C(=O)NCc2ccc3c(c2)OCO3)c(C)n1C,3,7,21,nt,27,nt,6,-4
CO[C@H]1CN(C)C(=O)c2cc(NS(=O)(=O)c3ccc(F)cc3)ccc2OC[C@@H](C)NC[C@H]1C,-6,-2,1,-7,3,-1.8,-2,-1[16.7 µM]
CCOc1ccccc1C1C(C#N)=C(N)Oc2n[nH]c(CC)c21 (stereo not given),nt,-4,nt,-8,1,-2.7,0,1
Cn1c(CCNC(=O)c2ccco2)nc2cc(NC(=O)NC3CCCCC3)ccc21,4,-3,1,nt,3,nt,-194,2
Cc1ccc(S(=O)(=O)N(C)c2ccc(C(=O)N3CCOCC3)cc2)cc1,-3,1,-5,-5,-5,-0.6,3,-1
CN(Cc1ccccc1)S(=O)(=O)c1ccc(Cl)c(C(=O)N2CCOCC2)c1,nt,0,nt,9,2,-1.6,-8,-4
C[C@@H]1CCCCO[C@H](CN(C)S(=O)(=O)c2ccc(Cl)cc2)[C@@H](C)CN([C@@H](C)CO)C(=O)c2cc(NC(=O)c3ccncc3)ccc2O1,-5,-9,6,-17,nt,3.1,1,6[16.7 µM]
O=C(CNC(c1ccccc1)c1ccccc1)Nc1ccccc1Br,-15,-1,-1,-19,5,1.4,-3,-10
CCOC1=C2CN(S(=O)(=O)c3ccc(C)cc3)[C@@H](c3cccs3)C[C@H]2[C@H]2C(=O)N(c3ccccc3)C(=O)[C@H]2C1,-4,0,nt,-24,-9,1.5,-3,8
Cc1cc(Nc2cccc(F)c2)nc(-c2ccccc2O)n1,-21,-4,9,nt,-58,nt,7,7
O=C(NCC(c1ccco1)N1CCOCC1)c1ccc(F)c(F)c1 (stereo not given),nt,0,-3,-2,6,-4.5,1,nt
Cc1cccc(-n2c(CNC(=O)COc3ccccc3)nnc2SCC(=O)Nc2nccs2)c1,7,1,nt,nt,9,nt,-1,11
Cn1ncc(Br)c1C(=O)N1CCCCCC1,nt,1,nt,-2,-10,1.2,-4,-11
CC(C)NC(=O)N(C)C[C@@H]1OCc2ccccc2-c2c(n(C)c3ccccc23)C(=O)N([C@@H](C)CO)C[C@@H]1C,nt,-1,0&2,8&-11,-9,0.1,4,-1
COC(=O)c1cc(Br)c(=O)n(Cc2ccc(OC)c(OC)c2)c1,-4,-2,nt,nt,nt,nt,0,-1
COc1ccc(C)cc1NC(=O)C(c1ccccc1)N1CCN(CC(=O)N2CCCC2)CC1 (stereo not given),11,3,12,-20,26,3.6,3,-6
Cc1ccc(CNC(=O)/C=C/[C@H]2O[C@@H](n3cc(C)c(=O)[nH]c3=O)C[C@@H]2O)o1,-5,2,5,19,3,2.1,1,-2
CC(=O)N1CCc2cc(Br)cc(S(=O)(=O)NCCCN3CCC(C)CC3)c21,1,1,1,nt,nt,nt,1,0
CCOC(=O)N1CCN(C(=O)/C(=C/c2ccc(F)cc2)NC(=O)c2ccccc2)CC1,6,-2,nt,-6,4,1.6,-3,-1
C[C@H](CO)N1C[C@H](C)[C@@H](CN(C)Cc2ccncc2)OCc2ccccc2-c2c(n(C)c3ccccc23)C1=O,1,0,-1,-13,nt,1.4,1,nt
COc1ccc(C2CC(c3ccc(Cl)cc3Cl)n3nc(N)nc3N2)cc1 (stereo not given),-1,-3,25,-7,24,2.3,-3,-4
Cc1ccc2nsnc2c1S(=O)(=O)N1CCCC1,-3,2,nt,9,11,nt,-7,2
CCc1noc(C)c1C(=O)NNC(=O)c1ccccc1F,nt,2,14,-5,-7,-1.1,-1,15
O=C1C2CC=C(Cl)CC2C(=O)N1CCC[n+]1ccccc1 (stereo not given),nt,-3,8,nt,-2,nt,-5,-5
CCCC(=O)Nc1ccc2c(c1)C(=O)N(C)C[C@H](OC)[C@@H](C)CN(C(=O)c1ccncc1)[C@@H](C)CO2,-1,5,10,7,-12,0.5,-2,nt
COc1ccccc1N(CC(=O)NCC1CCCO1)C(=O)Cn1nnc(-c2cccs2)n1 (stereo not given),-25,nt,-9,-4,3,0.9,nt,-6
C[C@@H]1CN([C@H](C)CO)C(=O)c2cc(NS(C)(=O)=O)ccc2O[C@H]1CN(C)Cc1ccc(Oc2ccccc2)cc1,2,-2,3,2,49,4.7,1,0[16.7 µM]
CN(C)CCCNc1c2c(nc3cc(-c4cccc(F)c4)nn13)CCC2,-4,4,1,1,9,1.1,2,-2
CC(C)NC(=O)CC1C(=O)N(Cc2ccccc2)C(C)c2nc3ccccc3n21 (stereo not given),3,-3,7,7,-4,-2.8,4,-4
CO[C@H]1CN(C)C(=O)c2ccc(NC(=O)Nc3cc(Cl)cc(Cl)c3)cc2OC[C@H](C)NC[C@H]1C,35,2,15&11,6&18,-98,-0.8,-2,nt
C[C@H]1CN([C@@H](C)CO)C(=O)c2cc(NC(=O)Nc3ccc4c(c3)OCO4)ccc2O[C@@H]1CN(C)S(C)(=O)=O,18,nt,nt,2,5,-0.4,nt,-5[16.7 µM]
CC(=O)Nc1ccc(CNc2nc(NC(C)C)nc3ccsc23)cc1,nt,0,-1,18,-10,-0.1,5,-2
O=C1c2ccccc2C(=O)N1CCc1nn[nH]n1,4,6,nt,nt,-29,nt,8,-1
O=C1CCCN1CN(C(=O)c1ccc2c(c1)OCO2)c1ccc(F)cc1,nt,-1,-2,nt,-2,nt,5,-10
Cc1cc(NC(=O)CSc2ccc3nnc(-c4cccs4)n3n2)no1,-23,-7,-6,nt,-5,-0.9,-1,4
CCCc1c(C)nc2scc(-c3ccc(Cl)cc3)n2c1=O,4,-2,-5,nt,11,-0.7,-2,nt
COc1cc(-c2nnc(SCC(=O)NC3CCS(=O)(=O)C3)o2)cc(OC)c1OC (stereo not given),13,nt,-1,3,nt,-0.2,nt,nt
CC(C)C[C@H](NC(=O)[C@@H]1Cc2ccccc2CN1C(=O)OC(C)(C)C)C(=O)NCC1CCC(C(=O)O)CC1 (stereo not given in full),-3,0,3,9&-20,-12,0.0,0,0
CCOC(=O)C1=C(C)N(CCCC(=O)O)C(=O)NC1C(CC)CC (stereo not given),nt,6,10,nt,6,1.1,-1,nt
N#C[C@@H]1[C@@H](c2ccc(-c3ccc(F)cc3)cc2)[C@H](CO)N1C(=O)Cc1ccccc1,2,-1,4,-4,75*,1.2,-1,nt
COc1ccc(/C=N/n2c(C)cc(C)cc2=O)cc1,4,nt,1,3,1,-1.8,nt,-6
C=CCc1ccc(OCCOc2ccc(/C=N/n3cnnc3)cc2OCC)c(OC)c1,-5,0,nt,61*,-38,nt,1,-8
CCCC(=O)Nc1ccc2c(c1)C(=O)N(C)C[C@H](OC)[C@H](C)CN(Cc1ccccn1)[C@@H](C)CO2,-3,1,-5,1,-7,-0.6,-3,nt
O=C(C[C@@H]1CC[C@@H]2NC[C@H](O)COC[C@H]2O1)NC1Cc2ccccc2C1,3,0,-7,15,-14,1.5,-3,-7[16.7 µM]
O=C1CCNc2cc3ccccc3cc21,13,-2,nt,nt,4,nt,1,3
CCN(CC)CCCN(Cc1cc2cc3c(cc2[nH]c1=O)OCO3)C(=S)Nc1ccc(OC)cc1,3,0,11,3,5,-2.7,-2,-7
CO[C@H]1CN(C)C(=O)c2cc(NC(=O)CC(F)(F)F)ccc2OC[C@H](C)N(C(=O)C2CCCCC2)C[C@@H]1C,11,nt,-5,3,nt,0.6,nt,nt
Cc1cnc2c(C(=O)O)cnn2c1,?,nt,0,-5,nt,-1.2,nt,2
Cc1noc(C)c1NC(=O)Nc1ccc2c(c1)C(=O)N([C@@H](C)CO)C[C@H](C)[C@@H](CN(C)S(=O)(=O)c1cn(C)cn1)O2,19,7,nt,5,19,0.8,0,3[16.7 µM]
Cc1cc(C)c(S(=O)(=O)NCCOc2ccccc2)c(C)c1-n1cnnn1,6,11,nt,-12,16,-1.6,-8,-8
O=C(NCC[C@H]1CC[C@H](NS(=O)(=O)Cc2ccccc2)[C@H](CO)O1)C1CCCCC1,4,-3,-8,-2,2,-2.0,10,nt
Cc1noc(C)c1C(=O)OCC(=O)c1cc(C)n(Cc2ccccc2Cl)c1C,6,-1,-5,nt,-15,nt,3,-3
Cc1cc(C)c(C(=O)CSC2=NC(N)=C(C#N)C3(CCCCC3)C2C(N)=O)cc1C (stereo not given),-7,5,-16,-15,?,nt,-2,-2
CN(C)C(=O)c1cccc(-c2ccc3c(c2)[C@@H]2[C@@H](CCN2C(=O)C2CCCCC2)[C@H](CO)N3)c1,-9,-17,0,17,2,1.6,5,-1[16.7 µM]
Cc1ccc(Cl)c(NC(=O)COC(=O)c2ccccc2C(=O)c2ccc(Cl)c([N+](=O)[O-])c2)c1Cl,34,-2,-10,-24,nt,nt,-5,2
CCCc1cc(C(=O)Nc2sc3c(c2C#N)CCC3)no1,-9,1,-6,0,-20,3.9,-3,-1
O=C(C1=C[C@@H](c2ccc(C(F)(F)F)cc2)C[C@@H](OCc2ccc(CO)cc2)O1)N1CCN(Cc2ccc3c(c2)OCO3)CC1,0,1&1,-3,-15,10,3.9&5.7,1,nt
Cc1nc([N+](=O)[O-])cn1CC(O)c1ccc(-c2ccccc2)cc1 (stereo not given),16,0,-16,4,nt,-1.4,5,-4
CCC(C)N(C(=O)c1csnn1)C(C(=O)NC1CCCC1)c1ccc(F)cc1 (stereo not given),nt,-2,0,5,10,-1.2,-7,nt

Additional structures.
SMILES,PGC1a acetyl inh,Cneo AK release,FN deposit inh,GSIS activator,Statin myotox sup,F508del corr,PglD inh,miR122 inh
CCCCC(=O)Nc1cccc(-c2nc3ncccc3o2)c1C,3,-3,6,18,-2,-1.1,-4,7
CC1=CC(C)(C)C(C(=O)O)C(C(=O)O)C1 (stereo not given),4,0,-1,-2,21,nt,0,-6
COc1cc(CN2C(=O)C(Cc3ccccc3)ON=C2c2ncccc2C)cc(OC)c1 (stereo not given),nt,-1,-3,-30,6,-0.7,-1,nt
O=C(CSc1nnc(Cc2cc(=O)[nH]c(=O)[nH]2)n1-c1ccc(F)cc1)NC1CCCC1,14,0,-7,-3,-1,1.9,2,7
CN(C)NC(=S)NC(=O)C12CC3CC(CC(C3)C1)C2,0,1,nt,2,nt,0.0,nt,-6
CCCCOc1cccc(OCCCC)c1C(=O)Nc1cc(C)on1,-7,nt,-4,-21,nt,nt,nt,5
Cc1cccc(NC(=S)NC(=O)c2ccc(Br)o2)c1,nt,0,-4,10,-14,0.6,10,30
